High-throughput results deposited in PubChem BioAssay by several laboratories.
WT yeast gro inh: growth inhibition of WT strain, primary screen, mitochondrial fusion inhibitor project, WT and mutant strains, chemical genetic. mitochondrial fusion phenotypic screen. inhibition, % at 10 µM. 190,000 compounds, 2.1% hits; in the data active means inhibition above about 58%; tested in S. cerevisiae
HEK293 NOD2/NF-kB: NOD2 signaling inhibitors, cell-based, luminescence, uHTS, HEK293 (AID 1566) | HEK293 NOD2/NF-kB luciferase reporter, luminescence; higher % means a stronger effect | 290,000 compounds, 0.63% hits | inhibition, % at 4 µM; hits with a dose series show EC50 in µM; in the data active means inhibition above about 50%; further: many of its hits are not listed in these tables
Yfh1-depleted yeast: enhancers of respiration in Yfh1-depleted yeast, dose response, Friedreich's ataxia, plus single-dose screen (AID 1465); S. cerevisiae Yfh1-off respiration, WST-1 reduction, 72 h; higher fold induction means a stronger effect; one-dose fold induction at 50 µM; EC50 in µM for titrated hits; 220,000 compounds, 0.074% hits;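 active means fold induction of absorbance versus untreated yeast above a set limit, then at least 30% activation at any dose in follow-up; inconclusive means repeats straddling the limit, or above it without dose testing; inactive means fold induction below the set limit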;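 further: activators that raise dye reduction in frataxin-depleted yeast; strong numbers were not always called active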
Dynein cargo inh: inhibitors of GR-EGFP nuclear translocation, primary screen, dynein cargo transport inhibitor project, imaging, high-content, 3617.4 mouse cells; AID 1381, 2008; 220,000 compounds, 0.47% hits; z-score, hits read low; test concentration mostly 20 µM; stimulated with dexamethasone, 1 µM; stronger effect = lower value;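 active means plate z-score of nuclear minus cytoplasmic receptor signal below a set negative limit, without overly bright fluorescence or cell loss, cut at about -3.5 in these data, passing the limit was not always enough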;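 further: z-score of nuclear minus cytoplasmic ring GR-EGFP intensity difference per well; some compounds called inactive have numbers as strong as hits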
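Schedule: 48 h induction, then 1 h compound, then 30 min agonist, 37 °C. Buffer or medium: tetracycline-free induction medium containing charcoal-stripped FBS. Reagent: 1.0 µM final dexamethasone stimulus. Evaluation: nuclear versus cytoplasmic GR-EGFP signal, averaged per well. Signal: high-content fluorescence imaging after fixation.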
Autophagy mod: autophagy modulators in MEF cells, primary screen, imaging, high-content, MEF GFP-LC3. MEF GFP-LC3 puncta imaging; test concentration mostly 10 µM. 190,000 compounds, 0.98% hits. calls only at 10 µM (by protocol);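 active means percentage of spot-positive cells more than 3 SD above its plate mean, without a fluorescence outlier flag or 80% toxicity; inconclusive means no clear call, values can overlap the other calls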;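 further: spot-positive cell cutoff set from DMSO-treated cells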
b-catenin transl: modulators of beta-catenin nuclear translocation, primary screen, imaging, HeLa cells, immunofluorescence, high-content | nuclear translocation activity, % at 5 µM | 190,000 compounds, 0.3% hits | AID 1665, 2009;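 active means nuclear translocation activity above 50% at 5 µM, with a well cell count of 50 or more; inconclusive means wells under 50 cells across six images, flagged as toxic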;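 further: per-cell ratio of nuclear to cytoplasmic median beta-catenin stain intensity; plate controls were DMSO negative control for no effect and GSK-3 inhibitor IX positive control for full effect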
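Technique: fluorescence imaging of beta-catenin antibody stain plus DAPI / Material: human HeLa cell line / Incubation: compound treatment 24 h, 37°C, 5% CO2 / Read-out basis: % activation of per-cell nuclear versus cytoplasmic median beta-catenin signal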
MT stabilize HCS: microtubule stabilizers in HeLa cells, primary screen, imaging, high-content imaging; % tubulin-high responders, % at 10 µM; 200,000 compounds, 0.83% hits; AID 2205, 2009; HeLa tubulin immunostaining HCS, 24 h; share of cells brighter than vehicle mean+2SD;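 active means plate Z-score above 3 for both tubulin-high and condensed-nucleus cell shares, with cell loss under 80%, at 10 µM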;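 further: anti alpha tubulin signal scored within the nucleus-defined area of each cell; some results filed as inactive read as strong as hits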
Lipid droplet: inhibitors of hepatocyte lipid droplet formation, primary screen, imaging, high-throughput imaging, BODIPY stain; AML12 mouse hepatocytes, oleate lipid droplets; inhibition, % at 6.5 µM; 240,000 compounds, 0.4% hits; AID 1656, 2009;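 active means lipid droplet intensity inhibited by at least 50%, with more than 500 cells counted; inconclusive means wells with under 300 cells, treated as cytotoxic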
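material = mouse AML12 hepatocyte cell line, fixed after treatment | also added = 100 µM oleic acid challenge | doses = compound at 6.5 µM only | schedule = overnight exposure | technique = Image-based BODIPY and DAPI two-channel analysis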
Ins promoter up: insulin promoter activators in MIN6 cells, imaging, high-content screening, mouse beta cells; MIN6 insulin promoter-GFP reporter; stronger effect = higher value; z-score at 5 µM; AID 1625, 2009; 190,000 compounds, 0.3% hits;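 active means z-score above 3 at 5 µM with at least 500 cells counted in the well; inconclusive means wells under 500 cells, flagged as cytotoxic or low count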
WT yeast gro inh mutant strain: also measured in WT yeast gro inh; calls as there; inhibition, %; mitochondrial fusion phenotypic screen, mutant strain inhibition
Dynein cargo inh cytoplasmic EGFP: recorded beside Dynein cargo inh, whose call it bears; z-score; measured here: cytoplasmic GR-EGFP intensity; stronger effect = higher value
Dynein cargo inh nuclear GR-EGFP: second read-out of Dynein cargo inh, no call of its own (marks repeat the call); z-score; measured here: nuclear GR-EGFP intensity;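 lower value marks the stronger effect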
Dynein cargo inh cell count: second read-out of Dynein cargo inh, no call of its own (marks repeat the call); z-score; measured here: cell count per field
Ins promoter up cell count: second read-out of Ins promoter up, no call of its own (marks repeat the call); cell count; measured here: cytotoxicity, nuclei count;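 total cells summed across four imaged fields per well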
Lipid droplet cells 6.5 µM: recorded beside Lipid droplet, whose call it bears; cell count; measured here: cell count, cytotoxicity flag;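 cells counted across two imaged fields per well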
b-catenin transl cell count 5 µM: recorded beside b-catenin transl, whose call it bears; cell count; measured here: cell count, cytotoxicity flag
MT stabilize HCS Hoechst-high %: recorded beside MT stabilize HCS, whose call it bears; % Hoechst-high responders; measured here: nuclear condensation Hoechst responders;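 share of cells brighter than vehicle mean plus two SD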
MT stabilize HCS cytotoxicity %: recorded beside MT stabilize HCS, whose call it bears; toxicity, %; measured here: cytotoxicity by cell density;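 0% = mean cell density of plate MIN control wells and 100% = no cells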
Autophagy mod cell loss 18 h: recorded beside Autophagy mod, whose call it bears; toxicity, %; measured here: cell loss, nuclei count;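 cell loss after 18 h compound exposure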
* hit, by the source's call; i = inactive; ? = inconclusive; . = no result given; + = active, no number. An excerpt. The share of hits here may be higher or lower than overall.

Each structure is followed by: WT yeast gro inh	WT yeast gro inh mutant strain	HEK293 NOD2/NF-kB	Yfh1-depleted yeast	Dynein cargo inh	Dynein cargo inh cytoplasmic EGFP	Dynein cargo inh nuclear GR-EGFP	Dynein cargo inh cell count	Autophagy mod	Autophagy mod cell loss 18 h	b-catenin transl	b-catenin transl cell count 5 µM	MT stabilize HCS	MT stabilize HCS Hoechst-high %	MT stabilize HCS cytotoxicity %	Lipid droplet	Lipid droplet cells 6.5 µM	Ins promoter up	Ins promoter up cell count
1: CCOc1ccc(NC(=O)C(C)Sc2nnnn2C)cc1 (stereo not drawn)
  -24	-10	-3%	i	-0.97	-0.3	-0.53	-0.39	i	2	.	.	0.9	3.1	7.1	-4	730	-0.08	1316
2: CCOC(=O)c1c(NC(=O)CSc2nnc(-c3ccc(OC)cc3)o2)sc2c1CCC2
  .	.	.	i	-0.19	0.35	0.32	-0.78	+	21*	.	.	3.2	1.4	4.3	.	.	.	.
3: COc1ccc(C(=O)NCCCOc2cccc(NC(C)=O)c2)cc1
  .	.	16%	i	0.019	-0.3	-0.26	0.74	.	.	-1.2	1096	.	.	.	13	753	-0.43	1496
4: CC(C)c1cc(C(=O)N2CCCC(C(=O)c3ccc4ccccc4c3)C2)on1 (stereo not drawn)
  28	7	13%	i	-0.24	-0.25	0.14	-0.1	i	17	0.9	937	3.5	1.4	4.6	-14	761	0.23	1490
5: Cc1cc(NS(=O)(=O)c2ccc(NC(=S)NCc3ccccc3)cc2)no1
  1	-5	-14%	i	0.049	-0.24	0.21	0.14	i	-24	2.9	867	1.3	0.8	2.1	6	646	1.3	1633
6: COC(=O)Nc1nc(Sc2ncc(C(F)(F)F)cc2Cl)n[nH]1
  -25	-23	12%	i	1.5	-0.17	0.56	-1.2	i	-15	0.4	559	3.0	4.3	8.5	7	703	-0.28	1244
7: O=C(CCc1ccc(S(=O)(=O)N2CCOCC2)cc1)N1CCCC1
  -4	2	14%	i	-0.02	-0.27	0.19	0.47	i	-5	-0.2	1192	1.4	0.6	5.7	0	724	-0.46	1250
8: O=C(CN1CCN(Cc2ccccc2)CC1)Nc1ccc2c(c1)CCC2
  16	19	6%	i	0.016	-0.24	-0.34	0.52	i	13	3.0	1070	4.5	2.8	12	2	724	0.07	1251
9: COc1cc(O)oc1C=Nc1ccc(Oc2ccccc2)cc1
  -11	-5	-17%	i	-0.19	-0.17	0.6	1.5	i	-26	0.5	1371	2.4	1.6	8.1	.	.	0.06	1318
10: CN(C)c1nnnn1-c1ccc(Oc2ccccc2)cc1
  -17	-8	10%	i	-0.43	-0.19	-0.05	-0.82	i	2	7.1	979	3.4	3.0	3.7	-17	707	-0.57	1116
11: CCN(CC)S(=O)(=O)c1cccc(C(=O)NC(C)C(c2cccs2)N2CCCC2)c1 (stereo not drawn)
  -8	-3	-9%	i	0.98	-0.26	1	-0.67	i	-2	-2.0	1068	2.0	2.0	7.1	3	673	-0.66	1118
12: CC(OC(=O)Cc1ccc(Cl)cc1)C(=O)NCCC1=CCCCC1 (stereo not drawn)
  21	-14	18%	i	0.44	-0.28	-0.14	-0.27	i	2	-0.1	503	3.5	3.6	13	4	595	0	1179
13: CN(C)CCOC(=O)c1ccc2c(c1)S(=O)(=O)c1ccccc1C2=O
  .	.	-3%	i	0.018	-0.79	-0.29	0.3	.	.	-1.1	1364	.	.	.	21	623	0.44	861
14: COc1ccc(C(=O)NC(=S)Nc2ccc(Cl)c(C(=O)O)c2)cc1
  5	-4	7%	i	0.28	-0.18	0.4	-1.1	i	4	0.3	1051	2.8	2.0	1.0	-1	731	0.06	1294
15: COc1cc2c(cc1OC)CN(C(=O)CSc1nc(N)c(C#N)cc1C#N)CC2
  13	7	12%	i	-0.47	-0.21	0.096	0.1	i	20	-3.4	1226	4.4	2.1	9.5	3	757	-0.52	1289
16: COC(=O)CNc1nc(-c2ccccc2F)nc2ccccc12
  72	82	13%	i	-0.12	-0.18	0.5	0.29	i	14	-1.0	1049	4.4	2.7	8.4	-11	758	-0.78	1345
17: Cc1cc(C(=O)COC(=O)c2cccn2C)c(C)n1Cc1ccco1
  -3	9	6%	i	0.088	-0.3	0.35	0.39	i	-8	-3.0	1040	3.6	3.0	8.8	10	654	0.02	1140
18: O=C(CCCCn1c(=S)[nH]c2ccsc2c1=O)NCc1ccco1
  0	-17	12%	i	-0.94	-0.27	-0.14	0.99	i	-3	.	.	12	1.2	3.8	.	.	.	.
19: CCc1ccc(NC(=O)CS(=O)CC(=O)NC(C)CCc2ccco2)cc1 (stereo not drawn)
  -18	13	15%	?	0.78	-0.18	0.55	-0.083	+	-11*	0.4	1161	3.2	2.8	19	-4	753	.	.
20: CSc1ccccc1NC(=O)c1cnccn1
  -9	6	9%	i	-0.64	-0.093	0.21	0.63	i	-4	-1.2	1015	2.6	1.4	5.7	-2	646	0.28	1843
21: CC(=O)c1ccc(NC(=S)NC(=O)c2c(Cl)c(C)nn2C)cc1
  14	-15	3%	i	-0.51	-0.31	-0.63	1.1	i	-6	-2.4	503	1.6	2.9	2.8	-6	682	-0.08	1334
22: Cn1cnc(S(=O)(=O)Nc2ccc(OC(F)F)cc2)c1
  .	.	12%	i	0.71	-0.2	0.33	-0.26	.	.	0.0	1378	.	.	.	10	625	0.01	1100
23: CC(C)(CCl)C(=O)Nc1ccnc(-c2ccncc2)n1
  -9	11	20%	i	0.15	-0.25	0.32	0.02	i	-2	-1.4	1012	4.2	1.1	6.1	-4	716	-0.16	1164
24: O=C(CC1COc2ccccc2O1)NCCc1ccccc1 (stereo not drawn)
  2	-4	-2%	i	-0.26	-0.23	-0.83	0.0061	i	-1	1.0	1251	4.2	1.4	6.6	.	.	-0.23	1512
25: O=C(O)C1CC=CCC1C(=O)NC1CCCCC1 (stereo not drawn)
  -14	6	27%	i	-0.12	-0.3	-0.33	0.78	i	8	0.2	1472	0.9	1.6	5.0	7	698	0.7	1670
26: CCCOC(=O)CC1C(=O)NCCN1Cc1cc(OC)cc(OC)c1 (stereo not drawn)
  -13	2	-4%	i	-0.74	-0.16	-0.22	1.2	i	-12	-0.3	849	1.5	1.7	8.8	-14	762	0.22	1592
27: O=C(/C=C/c1cccs1)N1CCN(c2ccccc2F)CC1
  5	-27	-3%	i	2.6	-0.18	1.8	-1.9	i	-4	0.3	916	2.4	3.1	14	4	655	0.03	1405
28: COc1ccc(CNc2ccc(C)c(C)c2)c(OC)c1OC
  5	-9	-6%	i	-0.72	-0.19	-0.41	-0.61	i	3	1.7	1046	1.1	1.0	8.9	2	689	0.85	1281
29: O=C(NCCc1csc(-c2cccnc2)n1)c1cccc(Cl)c1
  .	.	14%	i	0.29	-0.15	0.57	0.32	.	.	0.9	1306	.	.	.	36	741	0.01	1081
30: O=C(CSc1nnc(CCc2nc3ccccc3[nH]2)n1-c1ccccc1)NCc1ccccc1
  24	12	16%	i	0.021	-0.22	0.1	0.29	i	21	-1.2	1108	2.8	2.6	3.7	-6	765	.	.
31: O=C(C[n+]1cc(-c2ccc(F)cc2)n2c1CCC2)OCc1ccccc1
  -21	-15	-6%	i	-0.48	-0.32	-0.6	0.98	i	-11	2.5	497	2.5	3.7	4.6	-1	571	0.99	1242
32: COc1ccc(-n2c(C)nc3c(cnn3-c3ccc(Cl)cc3)c2=O)cc1
  18	10	19%	i	0.4	-0.29	0.039	0.21	i	32	-5.7	927	6.1	1.7	16	.	.	0.26	1507
33: Nc1nonc1C(=O)NCCNc1ccc([N+](=O)[O-])cn1
  -7	6	-1%	i	-0.18	-0.33	-0.44	-0.57	i	30	-0.2	1055	2.6	2.6	7.5	13	706	0.12	1249
34: CCCCCCCC(=O)NNC(=O)c1c(O)c2ccccc2n(CC)c1=O
  17	1	10%	i	0.015	3.2	1	-0.95	i	0	-1.7	1004	1.7	1.9	5.0	-9	605	-0.3	1490
35: CC(C)C(=O)N1CCN(C2=NS(=O)(=O)c3ccccc32)CC1
  -4	-69	16%	i	-0.39	-0.27	-0.4	1.1	i	-6	.	.	2.2	1.7	2.7	11	740	-0.45	1314
36: COc1ccc(-c2cc(C(=O)NCCCn3ccnc3)no2)cc1
  19	14	-11%	i	-1.5	-0.18	-0.1	0.43	i	9	-2.9	1087	3.4	2.4	9.3	-2	693	0.45	1389
